# GLP-1R inv ag – acts as inverse agonist at human GLP-1 receptor; HEK293 GLP-1R CRE-luciferase, luminescence, 24 h; GLP-1R form is constitutively active; Potency, µM (highest dose often 38.3 µM), for the others: top-dose activity change, negative = inhibition, most hits filed as inhibitors; 410,000 compounds, 1.6% hits; AID 624417; further: potency means the concentration at half of the fitted maximal effect; on the % scale 0 is the no-effect control and ±100 the full control effect; nearly all actives have a fitted effect of over 55% in size
#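 Constitutively active GLP-1R drives a cAMP-responsive luciferase in stably transfected HEK293 cells; test compounds are added after overnight (12 h) attachment and left 24 hr, and signal loss in luminescence marks inhibition.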
# D3 ag – D3 dopamine receptor (human) agonism; max activation, %; D3R DiscoveRx beta-arrestin cells, luminescence, 90 min; 410,000 compounds, 0.58% hits; in the data active means max activation above about 30%; further: 0% is about no effect; mostly tested at two doses, the higher about 12 µM
# Target sequence (P35462 whole entry, looked up): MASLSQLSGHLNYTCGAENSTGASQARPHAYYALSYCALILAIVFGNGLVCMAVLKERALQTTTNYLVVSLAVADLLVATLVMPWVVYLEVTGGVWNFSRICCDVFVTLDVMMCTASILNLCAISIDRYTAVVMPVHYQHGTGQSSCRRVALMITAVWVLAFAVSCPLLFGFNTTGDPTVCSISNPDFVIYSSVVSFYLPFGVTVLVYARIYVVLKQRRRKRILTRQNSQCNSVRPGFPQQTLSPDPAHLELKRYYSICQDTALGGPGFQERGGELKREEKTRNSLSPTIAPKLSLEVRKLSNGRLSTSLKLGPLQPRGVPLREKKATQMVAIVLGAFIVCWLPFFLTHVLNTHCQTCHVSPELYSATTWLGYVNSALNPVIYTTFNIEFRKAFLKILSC
#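 Agonist mode: compounds and dopamine controls were applied to plated cells for 90 min at 37 degrees C after an overnight attachment at 1500 cells/well. Luminescent read-out followed 30 - 60 minutes at room temperature with DiscoveRx detection reagent.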
# GLP-1R agonist – activates the human GLP-1 receptor. P43220. Potency, µM (series often up to 45.6 µM), inactives show at the top dose activation, most hits filed as activators. HEK293 GLP-1R CRE-luciferase, luminescence, 4-6 h; cells express a hypersensitive GLP-1R form. 380,000 compounds, 0.007% hits. AID 624172; further: potency means the concentration at half of the fitted maximal effect; % of control where 0% means no effect
# PLK1 PBD block – inhibitors of human PLK1 polo-box domain binding; 360,000 compounds, 2.8% hits; Plk1 PBD binding of FITC phosphopeptide, fluorescence polarization; Potency, µM, for the others: max response, negative = inhibition, hits mostly inhibitors; AID 720504; further: potency means the concentration at half of the fitted maximal effect; series mostly up to about 57 µM; on the % scale 0 is the no-effect control and ±100 the full control effect; nearly all actives have a fitted effect of over 65% in size
# PI5P4K alpha inh – PI5P4K alpha (human) kinase inhibition. PI5P4Kalpha enzyme, ADP-Glo luminescence, 60 min; hits give low values. P48426. AID 652105. max response, %. 330,000 compounds, 1.2% hits; active means max response of -50% or lower; inconclusive means between -30% and -50%; inactive means -30% or higher; further: value at the top dose of about 77 µM; on the % scale 0 is the no-effect control and ±100 the full control effect
# Target sequence (P48426 whole entry, looked up): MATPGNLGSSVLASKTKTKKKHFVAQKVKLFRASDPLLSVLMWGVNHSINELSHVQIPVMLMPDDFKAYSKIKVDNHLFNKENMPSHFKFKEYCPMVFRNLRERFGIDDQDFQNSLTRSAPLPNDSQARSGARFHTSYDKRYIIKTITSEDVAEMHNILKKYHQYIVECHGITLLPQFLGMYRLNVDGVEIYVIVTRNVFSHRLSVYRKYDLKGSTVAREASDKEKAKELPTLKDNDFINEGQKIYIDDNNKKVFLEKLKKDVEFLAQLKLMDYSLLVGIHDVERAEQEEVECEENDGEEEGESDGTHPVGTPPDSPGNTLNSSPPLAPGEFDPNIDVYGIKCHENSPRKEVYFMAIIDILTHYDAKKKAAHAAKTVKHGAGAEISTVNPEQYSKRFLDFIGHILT
#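 Enzyme plus substrate dispensed, test compounds pinned in, then ATP (5 microM final) added. After 60 min at RT, ADP-Glo reagent 1 for 45 min and reagent 2 for 30 min preceded luminescence imaging.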
# D3 antag – blocks the human D3 dopamine receptor | P35462 | D3R cells, DiscoveRx beta-arrestin luminescence, antagonist mode; hits give low values | max response, negative = inhibition, % | 360,000 compounds, 2.5% hits; in the data active means max response below about -50%; inconclusive means no clear call, values can overlap the other calls; further: on the % scale 0 is the no-effect control and ±100 the full control effect; mostly tested at two doses, the higher about 12 µM
#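 Cells expressing the human receptor were seeded at 1500 cells/well, incubated overnight at 37 degrees C in 5% CO2, then exposed to library compounds with dopamine controls for 90 minutes at 37 degrees C before luminescent detection.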
# WRN inhibitor – WRN helicase (human) inhibition. Q14191. WRN helicase unwinding, fluorescent forked duplex, kinetic. Potency, µM (titrated, usually from 114 µM), without a hit: at the top dose activity change, negative = inhibition, hits mostly inhibitors. 360,000 compounds, 0.46% hits; further: potency means the concentration at half of the fitted maximal effect; on the % scale 0 is the no-effect control and ±100 the full control effect; nearly all actives have a fitted effect of over 55% in size
#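 Screening of the MLSMR collection measured strand separation of a quenched forked DNA duplex (100 nM) by 20 nM WRN with 2 mM ATP, all final. Compounds were preincubated with enzyme 15 min at room temperature.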
# IL-2 act – activates IL-2 in a cell-based reporter assay; IL-2 activation reporter assay, cell-based qHTS; stimulated with anti-CD3/CD4/CD28 beads; in transgenic mouse T cells; activation, % (series mostly up to about 46 µM); 360,000 compounds, 0.065% hits; AID 652025; in the data active means activation above about 50%; inconclusive means mostly about 30% to 49%; further: 0% is about no effect
#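 EGFP and DsRed fluorescence is measured by plate cytometry in unstimulated transgenic mouse T cells exposed to compound for 60 minutes, then stimulated 18 hours at 37 degrees C with anti-CD3/anti-CD4 beads plus anti-CD28.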
# GLP1R cytotox – cytotoxicity in counter-screen for GLP-1R inverse agonists. HEK293 cAMP-luciferase reporter cells, luminescence, 24 h. Potency, µM (series often up to 38.3 µM), for inactives: top-dose activity change, negative = inhibition, hits mostly inhibitors. 410,000 compounds, 0.13% hits. AID 624418;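 further: loss of luciferase light is scored as toxicity; potency means the concentration at half of the fitted maximal effect; on the % scale 0 is the no-effect control and ±100 the full control effect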
#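 A 23 nL compound transfer followed 12 hours of cell culture at 37 deg C; exposure then lasted 24 hr. Luciferase assay detection reagent was dispensed and plates read for luminescence after a 12 min room-temperature wait.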
# The depositor's hits bear a star; ? = inconclusive; . = no result given; & = joins results of further samples; [ ] = dose if it differs, or a comment. Unless noted, the call rests on the fitted dose curve; in most records, active means well fitted curve in the direction sought with a large enough effect; inconclusive means small, poorly fitted or top-dose-only effect, or another doubt; inactive means no such curve, though single readings can be large; an effect the other way counts as inactive or inconclusive. Rows are unselected; any-hit rate near 7.8%.
SMILES,GLP-1R inv ag,D3 ag,GLP-1R agonist,PLK1 PBD block,PI5P4K alpha inh,D3 antag,WRN inhibitor,IL-2 act,GLP1R cytotox
COc1cc(CNCc2ccc(SC)cc2)cc(OC)c1,-28%,-11,10%,-2%,2,-13,-8%,-0.5,-1%
c1csc(-c2cc(N3CCCCC3)c3ccccc3n2)c1,?,2,27%,1%,18,34,-1%,0.3,-18%
Cc1ccccc1OCC(=O)Nc1ccccc1NC(=O)c1ccco1,-6%,-1,16%,0%,0,5,-25%,0.9,-2%
CN(Cc1cccc(Cl)c1Cl)C(=O)c1ccc(NC(=O)CC#N)cc1,-1%,-2,1%,-9%,?,-1,-17%,-0.3,-1%
Cc1occc1-c1nnc(SCC(=O)Nc2ccccc2)n1C,24%,-14,9%,-3%,0,-12,15%,0.8,17%
CCOC(=O)N1CCN(C(=O)c2ccc(C)c(S(=O)(=O)N3CCCCC3)c2)CC1,-7%,5,1%,-4%,0,2,-21%,-3.6,13%
O=C(CSc1ccccc1)NCc1ccc(F)cc1,-15%,-7,7%,-20%,0,1,-4%,-4.7,8%
CCCc1n(CC(O)COCc2ccccc2)c2ccccc2[n+]1C (stereo unspecified),2%,3,12%,-1%,-3,16,-19%,-1.2,-14%
CCC(C)(C)NC(=O)CN(C(=O)CCC(=O)Nc1nccs1)c1ccc(C)cc1,-2%,4,12%,0%,5,5,3%,-0.5,-23%
CCCCCSc1nnc(-c2ccccc2NC(C)=O)c(=O)[nH]1,2%,9,-2%,-6%,0,2,3%,-0.4,0%
Cc1c(C(=O)OCC(=O)N2CCCC2=O)oc2ccccc12,12%,1,14%,0%,-3,10,-2%,-1.3,7%
O=C(Nc1ccc(Cl)cc1)c1cccnc1N1CCCCC1,0%,-1,24%,-2%,.,11,-12%,-2.0,1%
O=C(COc1ncnc2cc([N+](=O)[O-])ccc12)NCCc1ccc(Cl)cc1,2%,4,7%,-1%,-14,-4,0%,1.7,7%
Cc1cccc(C)c1NC(=O)CN(C)S(=O)(=O)c1ccc(-c2ccc(=O)[nH]n2)s1,22%,-1,-4%,-12%,-11,6,-12%,10,0%
NC(=O)C1CCN(C(=O)c2ccc(-c3ccccc3Cl)o2)CC1,4%,2,3%,-2%,2,-6,-4%,-0.1,-13%

# Overlap with the part before: seven entries, followed by the next part.
SMILES,GLP-1R inv ag,D3 ag,GLP-1R agonist,PLK1 PBD block,PI5P4K alpha inh,D3 antag,WRN inhibitor,IL-2 act,GLP1R cytotox
CCC(C)(C)NC(=O)CN(C(=O)CCC(=O)Nc1nccs1)c1ccc(C)cc1,-2%,4,12%,0%,5,5,3%,-0.5,-23%
CCCCCSc1nnc(-c2ccccc2NC(C)=O)c(=O)[nH]1,2%,9,-2%,-6%,0,2,3%,-0.4,0%
Cc1c(C(=O)OCC(=O)N2CCCC2=O)oc2ccccc12,12%,1,14%,0%,-3,10,-2%,-1.3,7%
O=C(Nc1ccc(Cl)cc1)c1cccnc1N1CCCCC1,0%,-1,24%,-2%,.,11,-12%,-2.0,1%
O=C(COc1ncnc2cc([N+](=O)[O-])ccc12)NCCc1ccc(Cl)cc1,2%,4,7%,-1%,-14,-4,0%,1.7,7%
Cc1cccc(C)c1NC(=O)CN(C)S(=O)(=O)c1ccc(-c2ccc(=O)[nH]n2)s1,22%,-1,-4%,-12%,-11,6,-12%,10,0%
NC(=O)C1CCN(C(=O)c2ccc(-c3ccccc3Cl)o2)CC1,4%,2,3%,-2%,2,-6,-4%,-0.1,-13%
Cc1ccc(CN2CCN(Cc3ccc4cccc(F)c4n3)CC2CCO)cc1 (stereo unspecified),-5%,-26,-6%,-6%,0,?,1%,0.0,2%
OC1(CN2CCOCC2)C2CN3CCN(C2)CC1(c1ccccc1)C3 (stereo unspecified),-31%,-3,-16%,21µM*,-19,-25,0%,-0.1,7%
COc1ccc2sc(N(CCCN(C)C)C(=O)c3ccc(S(=O)(=O)N4CCc5ccccc5C4)cc3)nc2c1,?,-6,-37%[inhibitor],-4%,4,-17,-13%,-0.4,?
COc1ccc(NC(=O)c2cc(S(=O)(=O)N(Cc3ccccc3)c3ccccc3)ccc2Cl)cn1,?,4,12%,-28%,4,10,-5%,-0.4,0%
CCn1cnc2c1c(=O)n(CC(=O)NCC(C)C)c(=O)n2Cc1ccccc1,11%,1,8%,6%,0,20,3%,-1.9,-11%
NC(=O)C1(N2CCCCC2)CCN(C(=O)CSc2nc3ccccc3[nH]2)CC1,3%,-8,4%,-5%,-7,-4,2%,0.5,23%
Cc1ccc(C(=O)N[C@H](C(=O)Nc2sccc2C(N)=O)C(C)C)cc1,8%,8,17%,-11%,1,-8,0%[57.1 µM],0.5,-7%
CCOC(=O)CCCCCC(=O)Nc1ccc2c(c1)CC(=O)N([C@H](C)CO)C[C@H](C)[C@H](CN(C)S(=O)(=O)c1ccc(OC)cc1)O2,-11%,8,10%,-2%,-1,-4,4%,0.3,-6%
O=C(NCC1CC1)c1ccc(Nc2nc3ccc(Br)cc3[nH]2)cc1,?,26,-2%,11µM*,-56*,-28,-21%,-0.4,-12%
CCC(CC)CN1CCC(CN2C(=S)NC[C@@H]2[C@@H](C)CC)CC1,-5%,-35,15%,-3%,7,-4,-7%,-0.5,-7%
Fc1ccc(NC(=S)N2CCOCC2)cc1Cl,-21%,3,-2%,1%,1,-15,-4%,0.2,7%
CCOC(=O)c1ccc(NC(=O)N2CCN(C(=O)C3CCCO3)CC2)cc1 (stereo unspecified),12%,-11,4%,-15%,-4,-10,?,0.2,4%
Cc1ccc(S(=O)(=O)N(C)CC(=O)Nc2nnc(CC(C)C)s2)cc1,?,3,7%,4%,11,9,0%,0.2,?
CCc1nc2c(OCc3ccc(Cl)cc3)cccn2c1N(C)C(=O)c1ccc2c(c1)OCO2,?,0,2%,-2%,1,14,-5%,-0.7,-8%
CCOC(=O)c1c(NC(=O)CSc2ncn[nH]2)sc(C(=O)N(C)C)c1C,35%,-5,21%,-10%,1,0,-16%,0.8,11%

# Overlap with the part before: 2 entries; new compounds follow.
SMILES,GLP-1R inv ag,D3 ag,GLP-1R agonist,PLK1 PBD block,PI5P4K alpha inh,D3 antag,WRN inhibitor,IL-2 act,GLP1R cytotox
CCc1nc2c(OCc3ccc(Cl)cc3)cccn2c1N(C)C(=O)c1ccc2c(c1)OCO2,?,0,2%,-2%,1,14,-5%,-0.7,-8%
CCOC(=O)c1c(NC(=O)CSc2ncn[nH]2)sc(C(=O)N(C)C)c1C,35%,-5,21%,-10%,1,0,-16%,0.8,11%
O=C(N/N=C/c1cccnc1)c1[nH]ncc1Br,17%,1,4%,0%,9,0,-5%,8.9,3%
Cc1ccc(NC(=O)c2cc(C(=O)c3cc(Cl)ccc3O)cn(-c3ccc(C)cc3)c2=O)cc1,?,-3,-44%[inhibitor],-2%,1,8,-8%,0.3,-29%
CCn1nc(C)c(Br)c1-c1nc(CS(=O)(=O)c2ccc(F)cc2)no1,?,-2,27%,-10%,3,13,0%,1.4,-3%
COc1ccccc1NC(=O)N1CCN(C)CC1,1%,-12,7%,3%,-5,-2,0%,-2.4,-16%
Cc1ccc(NC(=O)c2sc3nc(C)nc(N4CCN(c5ccccn5)CC4)c3c2C)c(C)c1,11µM*,17,-1%,3%,7,21,-4%,0.7,-25%
Cc1cccc(NC(=O)c2ccc(OCc3c(C)noc3C)cc2)c1C,-15%,-1,9%,-3%,3,11,-2%,0.5,-18%
CCNC(=O)/C(C#N)=C/c1c(N2CCOCC2)nc2ccccn2c1=O,21%,0,7%,2%,-3,18,8%,-1.3,155%[activator]
O=C(COC(=O)c1cccc(-n2cnnn2)c1)Nc1c(Cl)cccc1C(F)(F)F,28%,-2,-1%,-16%,2,0,-28%,0.4,3%
COc1ccc(S(=O)(=O)N2CCC(C(=O)N3CCOCC3)CC2)cc1OC,11%,-7,0%,-9%,.,-16,-3%,-1.2,8%
Cc1ccccc1Nc1c(-c2cccnc2)nc2cccc(C)n12,-26%&-17%,-5&8,2%,-4%,0,-11,-6%,2.6,-5%&-2%
Cc1cc(C(=O)NNc2ccc(Cl)cc2)no1,?,19,3%,-1%,6,-10,-5%,1.0,-26%
CCOC(=O)C1=CC[C@@H](c2ccccc2)N(S(=O)(=O)c2ccc(C)cc2)[C@H]1c1ccc(CC)cc1,?,6,-4%,-2%,7,5,-11%,-0.2,5%
Cc1nc2ccc(NC(=O)C3(C)CCCN(C(C)C)C3)cc2o1 (stereo unspecified),14%,1,4%,-13%,-1,-5,-2%,0.9,3%
COc1ccc(-c2nn(-c3ccccc3)cc2C(=O)N2CCN(C(=O)c3ccco3)CC2)cc1,3%,0,11%,-4%,0,1,11%,0.2,-17%
CCc1ccc(S(=O)(=O)/N=C2\C=C(Nc3ccc(O)cc3)C(=O)c3ccccc32)cc1,?,-30,-9%,?,?,-90*,-12%[11.6 µM],-4.1,?
CCOCC(=O)Nc1ccc(S(=O)(=O)NCC2CCCO2)cc1 (stereo unspecified),25%,0,14%,-7%,-2,14,4%,-2.0,8%

# In a second layout: 2 of the compounds above.
Structure	GLP-1R inv ag	D3 ag	GLP-1R agonist	PLK1 PBD block	PI5P4K alpha inh	D3 antag	WRN inhibitor	IL-2 act	GLP1R cytotox
Cc1cccc(NC(=O)c2ccc(OCc3c(C)noc3C)cc2)c1C	-15%	-1	9%	-3%	3	11	-2%	0.5	-18%
COc1ccc(S(=O)(=O)N2CCC(C(=O)N3CCOCC3)CC2)cc1OC	11%	-7	0%	-9%	.	-16	-3%	-1.2	8%
